Compound activity from PubChem BioAssay.
GAA glycogen = GAA glycogen-cleavage inhibition or activation; P10253; recombinant GAA, glycogen substrate, Amplex Red glucose oxidase fluorescence; Potency, µM (top dose mostly 76.4 µM), for inactives: top-dose activity change, negative = inhibition, most hits filed as inhibitors; hit rate 0.38% among 300,000; AID 2100;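 also: 0% = full enzyme reaction and -100% = no-enzyme basal signal; the screen sought inhibitors and activators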
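Recombinant human alpha-glucosidase (4 nM final) hydrolysed bovine liver glycogen (30 ug) for 40 min at 37 C in pH 5.0 citrate/phosphate with 0.01% Tween-20. Released glucose detected by glucose oxidase/Amplex Red, Ex 573/Em 610 nm. Compounds up to 77 uM; AC50 from Hill fits.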
GAA inhib = inhibitors of human lysosomal alpha-glucosidase | P10253 | purified human GAA, 4-MU-alpha-glucoside fluorescence | Potency, µM (doses to about 76.9 µM), inactives show at the top dose activity change, negative = inhibition, most hits filed as inhibitors | hit rate 0.005% among 200,000 | AID 1466;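 also: plate controls were uninhibited enzyme wells for no effect and no-enzyme background for full effect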
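qHTS format, compound range up to 77 uM. Human lysosomal enzyme at 4 nM, 400 uM 4-MU glucoside substrate, pH 5.0, 20 min room temperature; fluorescence after alkaline stop gives activity normalized to controls.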
aGlu spleen mod = lysosomal alpha-glucosidase (human) modulation; AID 2112; hit rate 0.006% among 240,000; human spleen homogenate, 4-MU-alpha-glucoside fluorescence; Potency, µM (series often up to 79.9 µM), for the others: at the top dose activity change, negative = inhibition, usual class: inhibitors;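 also: 0% = enzyme with vehicle and -100% = no enzyme basal signal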
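Compounds were titrated against alpha-glucosidase in spleen homogenate at pH 5.0, with 1 mM 4-methylumbelliferyl substrate for 40 min at 37 C. Reactions were quenched with pH 10 NaOH/glycine and fluorescence measured.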
RGS12 GoLoco inh = blocks human Gai1 binding to RGS12 GoLoco peptide, red readout | Potency, µM (doses to about 61.6 µM), without a hit: at the highest dose activity, negative = inhibition, actives largely listed as inhibitors | AID 880 | hit rate 0.44% among 230,000 | Gai1:RGS12 GoLoco peptide FP, rhodamine, 10 min; active = well fitted inhibition curve with a large enough effect, not every such curve was filed as active; inactive = no such curve, though single readings can be large or run the other way; also: % is scaled to controls: 0 for no effect and ±100 for the full control effect; nearly all actives have a fitted effect of over 30% in size; many of its hits are not listed in these tables
ALDH1A1 inh = blocks purified human ALDH1A1 activity | Purified ALDH1A1, NADH fluorescence, propionaldehyde substrate | hit rate 7.3% among 220,000 | AID 1030 | Potency, µM (top dose mostly 75.3 µM), inactives show at the top dose activity, negative = inhibition, hits mostly inhibitors | P00352; active = well fitted inhibition curve with a large enough effect, not every such curve was filed as active; inconclusive = small, poorly fitted or top-dose-only effect, or another doubt; inactive = no such curve, though single readings can be large or run the other way;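 also: plate controls were no enzyme wells and a reference inhibitor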
JMJD2E inh = JMJD2E (human) inhibition; JMJD2E catalytic domain, FDH-coupled NADH fluorescence (FDH is formaldehyde dehydrogenase); B2RXH2; AID 2147; Potency, µM (highest dose often 57.1 µM), without a hit: at the highest dose activity change, negative = inhibition, most hits filed as inhibitors; hit rate 1.6% among 230,000; active = well fitted inhibition curve with a large enough effect, not every such curve was filed as active; inconclusive = small, poorly fitted or top-dose-only effect, or another doubt; inactive = no such curve, though single readings can be large or run the other way;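 also: 0% = wells with enzyme and -100% = buffer wells without enzyme; nearly all actives have a fitted effect of over 50% in size; many of its hits are not listed in these tables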
Target sequence (B2RXH2 1-337 limits assumed): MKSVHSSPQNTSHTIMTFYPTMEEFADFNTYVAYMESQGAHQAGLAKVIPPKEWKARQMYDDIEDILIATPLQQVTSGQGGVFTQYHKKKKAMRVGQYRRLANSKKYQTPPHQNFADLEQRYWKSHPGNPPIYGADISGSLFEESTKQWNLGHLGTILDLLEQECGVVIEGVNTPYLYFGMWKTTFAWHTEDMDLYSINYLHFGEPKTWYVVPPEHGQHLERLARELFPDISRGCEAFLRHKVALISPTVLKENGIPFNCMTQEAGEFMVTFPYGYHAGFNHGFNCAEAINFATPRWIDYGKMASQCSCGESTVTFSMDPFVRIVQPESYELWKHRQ
SMN2 splice up = SMN2 splice variant enhancement; HEK293 SMN2-luciferase splicing reporter, luminescence, 30-36 h; Potency, µM (doses to about 46.1 µM), for inactives: top-dose activity change, positive = activation, usual class: activators; hit rate 2.8% among 210,000; AID 1458; also: % of control where 0% means no effect; nearly all actives have a fitted effect of over 55% in size
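HEK293 cells carry an SMN2 […]–luciferase reporter in which exon 7 inclusion puts luciferase in frame. Cells were plated 10-12 h before compound addition, then incubated 30-36 h at 37C. ONE-Glo luminescence was read; sodium butyrate at 4.5 mM final served as control.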
aGal spleen mod = alpha-galactosidase A (human) modulation | P06280 | human spleen homogenate, 4MU-alpha-Gal fluorescence, 40 min | Potency, µM (series often up to 80 µM), for inactives: at the highest dose activity change, negative = inhibition, usual class: inhibitors | hit rate 0.008% among 240,000;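 also: 0% = enzyme with vehicle and -100% = no enzyme basal signal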
Target sequence (P06280 32-429 limits assumed): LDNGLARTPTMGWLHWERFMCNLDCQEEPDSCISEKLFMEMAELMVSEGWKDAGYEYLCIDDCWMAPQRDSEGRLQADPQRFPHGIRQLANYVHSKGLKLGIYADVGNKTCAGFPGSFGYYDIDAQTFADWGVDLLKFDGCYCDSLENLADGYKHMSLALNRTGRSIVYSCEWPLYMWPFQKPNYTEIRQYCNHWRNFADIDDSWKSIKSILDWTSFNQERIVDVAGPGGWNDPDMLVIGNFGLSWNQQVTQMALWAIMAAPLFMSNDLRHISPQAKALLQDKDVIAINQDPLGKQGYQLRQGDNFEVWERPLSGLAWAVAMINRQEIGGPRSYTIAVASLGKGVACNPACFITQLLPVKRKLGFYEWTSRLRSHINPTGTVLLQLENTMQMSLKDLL
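qHTS titration in buffer at pH 5.0. Alpha-galactosidase activity in spleen homogenate was measured via 4-methylumbelliferone release from 1 mM fluorogenic substrate after 40 min at 37C and a pH 10 stop. AC50 came from Hill fits of control-normalized data.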
An asterisk follows results filed as active; & = joins results of further samples; [ ] = remark or other dose. Unless noted, calls follow the shape of the dose curve; as a rule, active = well fitted curve in the direction sought with a large enough effect; inconclusive = small, poorly fitted or top-dose-only effect, or another doubt; inactive = no such curve, though single readings can be large; an effect the other way counts as inactive or inconclusive. Potency is read from the fitted curve at half-maximal effect.

Results for CCOc1ccc(N2Cc3ncccc3C2=O)cc1 ?
GAA glycogen: 8%; GAA inhib: 0%; aGlu spleen mod: -10%; RGS12 GoLoco inh: 15%; ALDH1A1 inh: -5%; JMJD2E inh: 0%; SMN2 splice up: 10µM*; aGal spleen mod: -10%

How did COc1ccc(C(=O)N/N=C/c2cc(Br)ccc2O)cc1OC do in these assays?
GAA glycogen: 0%; aGlu spleen mod: 9%; RGS12 GoLoco inh: -3%; JMJD2E inh: inconclusive; aGal spleen mod: 14%

What do the screens show for `Cn1cnc([N+](=O)[O-])c1Sc1ncn[nH]1`?
GAA glycogen: 11%; GAA inhib: -13%; aGlu spleen mod: -8%; RGS12 GoLoco inh: 1%; ALDH1A1 inh: inconclusive; JMJD2E inh: -27%; aGal spleen mod: 1%

What do the screens show for `Cc1ccc(N2C(=O)C3C(C2=O)N2C(c4cccs4)C4C(=O)N(c5ccc(C)cc5)C(=O)C4N2C3c2cccs2)cc1` (stereo not given)?
GAA glycogen: -1%; GAA inhib: -4%; aGlu spleen mod: -11%; RGS12 GoLoco inh: 48%[activator]; ALDH1A1 inh: 3%; JMJD2E inh: -3%; SMN2 splice up: -10%; aGal spleen mod: 4%

What do the screens show for `COc1ccc(OC)c(NC(=O)Cn2cc(C=O)c3ccccc32)c1`?
GAA glycogen: 18%; GAA inhib: 8%; aGlu spleen mod: 2%; RGS12 GoLoco inh: 5%; ALDH1A1 inh: inconclusive; JMJD2E inh: -13%; SMN2 splice up: -14%; aGal spleen mod: 1%

Results for COc1cc2cc(C(c3nnnn3C(C)(C)C)N3CCc4ccccc4C3)c(=O)[nH]c2cc1OC (stereo not given) ?
GAA glycogen: 5%; GAA inhib: inconclusive; aGlu spleen mod: 1%; RGS12 GoLoco inh: -7%; ALDH1A1 inh: inconclusive; JMJD2E inh: inconclusive; aGal spleen mod: 10%

How did O=C(CSc1ccc2nnc(-c3ccccn3)n2n1)N1CCN(c2ccccc2)CC1 do in these assays?
GAA glycogen: 13%; GAA inhib: -5%[15.4 µM]; aGlu spleen mod: -10%; RGS12 GoLoco inh: -4%; ALDH1A1 inh: -8%; JMJD2E inh: 4%; SMN2 splice up: 5%; aGal spleen mod: -2%

How did Cc1ccc(S(=O)(=O)Oc2ccc(/C=C(/NC(=O)c3ccccc3)C(=O)NCCCC(=O)O)cc2)cc1 do in these assays?
GAA glycogen: -13%; GAA inhib: -10%; aGlu spleen mod: 1%; RGS12 GoLoco inh: 13%; ALDH1A1 inh: 2.8µM*; JMJD2E inh: -8%; aGal spleen mod: 4%

What do the screens show for `CC1CC1C(=O)OCC(=O)Nc1ccc(N=Nc2ccccc2)cc1` (stereo not given)?
GAA glycogen: 3%; GAA inhib: inconclusive; aGlu spleen mod: -5%; RGS12 GoLoco inh: -3%; ALDH1A1 inh: inconclusive; JMJD2E inh: -13%; SMN2 splice up: 13µM*; aGal spleen mod: -4%

How did Nc1ccc(-c2ccc3ccccc3n2)cc1 do in these assays?
aGlu spleen mod: -6%&4%; RGS12 GoLoco inh: 8%; ALDH1A1 inh: inconclusive; JMJD2E inh: inconclusive; SMN2 splice up: 3.2µM*; aGal spleen mod: 15%&28%

How did CC(=O)Nn1cnc2c(c1=O)C1(CCCCC1)Cc1ccccc1-2 do in these assays?
GAA glycogen: -6%; GAA inhib: 3%; aGlu spleen mod: -1%; RGS12 GoLoco inh: 3%; ALDH1A1 inh: -7%; JMJD2E inh: -5%; SMN2 splice up: -10%; aGal spleen mod: -9%

Results for COc1ccc(NC(=O)CN2CCC(Cc3ccccc3)CC2)cc1S(=O)(=O)N1CCOCC1 ?
GAA glycogen: -3%; GAA inhib: -3%; aGlu spleen mod: -13%; RGS12 GoLoco inh: -39%; ALDH1A1 inh: 7%; JMJD2E inh: -11%; SMN2 splice up: -34%[inhibitor]; aGal spleen mod: -22%

What do the screens show for `Cc1c(Cl)cccc1NC(=O)CCN1CCCC(C)C1` (stereo not given)?
GAA glycogen: -2%; GAA inhib: 2%; aGlu spleen mod: 8%; RGS12 GoLoco inh: 2%; ALDH1A1 inh: 16%; JMJD2E inh: 5%; SMN2 splice up: 0%; aGal spleen mod: 14%

Results for COc1ccc(NS(=O)(=O)c2cc(NC(=O)c3cccc(OCc4c(C)noc4C)c3)ccc2OC)cc1 ?
GAA glycogen: -6%; GAA inhib: inconclusive; aGlu spleen mod: -2%; RGS12 GoLoco inh: 7%; ALDH1A1 inh: -9%; JMJD2E inh: inconclusive; SMN2 splice up: -12%[1.84 µM]; aGal spleen mod: 0%

What do the screens show for `O=c1[nH]c2ccc(S(=O)(=O)N3CCN(c4ccccc4F)CC3)cc2s1`?
GAA glycogen: -5%; GAA inhib: -9%; aGlu spleen mod: -6%; RGS12 GoLoco inh: -6%; ALDH1A1 inh: -4%; JMJD2E inh: 8%; SMN2 splice up: -49%[inhibitor]; aGal spleen mod: -1%

How did COc1ccc(NC(=O)c2ccc(NC(=O)COC(=O)CC(NC(=O)c3ccccc3Cl)c3ccccc3)cc2)cc1 (stereo not given) do in these assays?
GAA glycogen: 6%; GAA inhib: -1%; aGlu spleen mod: 0%; RGS12 GoLoco inh: 11%; ALDH1A1 inh: -9%; JMJD2E inh: inconclusive; SMN2 splice up: 7%; aGal spleen mod: 5%

Results for c1ccc(-c2noc(C34CC5CC(CC(C5)C3)C4)n2)cc1 ?
GAA glycogen: 3%; GAA inhib: -1%; aGlu spleen mod: 2%; RGS12 GoLoco inh: -15%; ALDH1A1 inh: 3%; JMJD2E inh: 6%; SMN2 splice up: -6%; aGal spleen mod: -2%

Results for O=C(Cc1ccccc1Cl)NNC(=O)Nc1ccccc1 ?
GAA glycogen: -2%; GAA inhib: -4%; aGlu spleen mod: 7%; RGS12 GoLoco inh: 2%; ALDH1A1 inh: 3%; JMJD2E inh: 8%; SMN2 splice up: -4%; aGal spleen mod: 3%

Results for S=C(NCCc1ccccc1)NN=C1CCCCCC1 ?
GAA glycogen: inconclusive; GAA inhib: 4%; aGlu spleen mod: 1%; RGS12 GoLoco inh: -1%; ALDH1A1 inh: 1%; JMJD2E inh: 1%; SMN2 splice up: 13µM*; aGal spleen mod: -3%

What do the screens show for `COc1ccc(NCCNc2ccc(OC)cc2)cc1`?
GAA glycogen: 7.9µM*; GAA inhib: 1%; aGlu spleen mod: -9%; RGS12 GoLoco inh: 4%; ALDH1A1 inh: -14%; JMJD2E inh: -11%; SMN2 splice up: -13%; aGal spleen mod: 0%

How did Cc1ccc(NC(=O)c2cccc(NC(=O)/C=C/c3ccco3)c2)cc1C do in these assays?
GAA glycogen: -6%; GAA inhib: 0%; aGlu spleen mod: -3%; RGS12 GoLoco inh: 2%; ALDH1A1 inh: inconclusive; JMJD2E inh: -1%; SMN2 splice up: 18µM*; aGal spleen mod: -9%

Results for Cc1ccc(S(=O)(=O)N(C)C)cc1NC(=O)COC(=O)COc1ccccc1[N+](=O)[O-] ?
GAA glycogen: -1%; GAA inhib: 2%; aGlu spleen mod: 1%; RGS12 GoLoco inh: -7%; ALDH1A1 inh: -6%; JMJD2E inh: 0%; SMN2 splice up: -2%; aGal spleen mod: -1%

How did CCn1c(SCC(=O)Nc2nc(C)cs2)nnc1-c1ccco1 do in these assays?
GAA glycogen: -12%; GAA inhib: -2%; aGlu spleen mod: -5%; RGS12 GoLoco inh: 1%; ALDH1A1 inh: -10%; JMJD2E inh: 5%; SMN2 splice up: 0%; aGal spleen mod: -7%

What do the screens show for `CC(=O)Nc1ccccc1C(=O)C(=O)Nc1ccc(F)cc1`?
GAA glycogen: -2%; GAA inhib: 0%; aGlu spleen mod: -4%; RGS12 GoLoco inh: -1%; ALDH1A1 inh: -2%; JMJD2E inh: 8%; SMN2 splice up: 16%; aGal spleen mod: -2%

What do the screens show for `S=C(NCc1ccccc1Cl)Nc1ccccc1Cl`?
GAA glycogen: -5%; GAA inhib: -21%; aGlu spleen mod: -5%; RGS12 GoLoco inh: 6%; ALDH1A1 inh: inconclusive; JMJD2E inh: -9%; SMN2 splice up: 28%; aGal spleen mod: -8%

How did O=C(c1ccccc1)c1ccncc1 do in these assays?
GAA glycogen: -3%; GAA inhib: -1%; aGlu spleen mod: -1%; RGS12 GoLoco inh: -4%; ALDH1A1 inh: -7%; JMJD2E inh: 3%; SMN2 splice up: 10%; aGal spleen mod: 3%

What do the screens show for `Cc1ccc(N(O)C(=O)OCCNC(=O)Nc2ccccc2)cc1`?
GAA glycogen: inconclusive; GAA inhib: 1%; aGlu spleen mod: 0%; RGS12 GoLoco inh: -1%; ALDH1A1 inh: -3%; JMJD2E inh: -1%; SMN2 splice up: 16%; aGal spleen mod: -5%

What do the screens show for `CCCCCCc1nnc(NC(=O)OCC)s1`?
GAA glycogen: 4%; GAA inhib: -9%; aGlu spleen mod: -2%; RGS12 GoLoco inh: 4%; ALDH1A1 inh: -3%; JMJD2E inh: 0%; SMN2 splice up: 8%; aGal spleen mod: 11%

What do the screens show for `O=C(c1ccco1)N1CCN(c2ccc(Cl)cc2)CC1`?
GAA glycogen: -1%; GAA inhib: -5%; aGlu spleen mod: 3%; RGS12 GoLoco inh: 2%; ALDH1A1 inh: 1%; JMJD2E inh: -3%; SMN2 splice up: 11µM*; aGal spleen mod: -2%

How did COc1cc(C(C(=O)NC(C)(C)C)N(C(=O)CNC(=O)c2cccs2)c2ccccc2)cc(OC)c1OC (stereo not given) do in these assays?
GAA glycogen: -1%; GAA inhib: 6%; aGlu spleen mod: 3%; RGS12 GoLoco inh: 46%[activator]; ALDH1A1 inh: 8%; JMJD2E inh: -3%; SMN2 splice up: 3%; aGal spleen mod: 3%

Only part of the results is shown (hit frequency here may not be typical).
